CD40 NFkB inh: CD40 pathway inhibition in BL2 cells; BL2 NF-kB luciferase reporter, CD40L-induced, 4 h; inhibition, % at 10 µM; 83,000 compounds, 0.94% hits;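 active means mean inhibition of at least 50% with a set share of replicates also reaching that level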;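 further: 0% = neutral control wells and 100% = IKK inhibitor VII at 50 µM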
The depositor's hits bear a star; & = joins results of further samples; [ ] = dose if it differs, or a comment. These rows are one share of the data (hit frequency here may not be typical).

SMILES | CD40 NFkB inh
COc1ccc(OC(=O)N(C)C[C@H]2OCc3ccccc3-c3ccccc3C(=O)N([C@H](C)CO)C[C@H]2C)cc1 | 3
FC(F)(F)c1cccc(OCCOCCn2cncn2)c1 | 4
O=C(c1ccc(=O)[nH]n1)N1CCN(S(=O)(=O)c2ccc(C(F)(F)F)cc2)CC1 | 1
COc1cccc(CN2[C@H](CO)[C@@H](c3ccccc3)C23CN(C(=O)C2CCCCC2)C3)c1 | 9[25 µM]
Cc1ccc(S(=O)(=O)Nc2ccc(F)cc2)cc1C(=O)N1CCOCC1 | 0
CCC(=O)N1CCC1(C)C(=O)Nc1cccc(OC)c1 (stereo not drawn) | 5
O=C(Nc1ccc2c(c1)[C@H]1C[C@H](CC(=O)N3CCCCC3)O[C@@H](CO)[C@H]1O2)NC1CCCC1 | -2
Cc1ccccc1NP1(=O)OCCCN1Cc1ccccc1Cl (stereo not drawn) | 0
Fc1ccc(NC(=S)Nc2ccccc2Cl)cc1 | -22
Cc1ccc(C(=O)CN2C(=O)NC3(CCCCCC3)C2=O)c(C)c1 | -68
O=C1CC(c2cccs2)Cc2nc(NCC3CCCO3)ncc21 (stereo not drawn) | -4
Cc1cc(C)n(CCc2nc(-c3ccco3)cs2)n1 | -8
CC(OC(=O)CN1C(=O)NC(C)(C)C1=O)C(=O)c1ccccc1 (stereo not drawn) | 11
CCOc1ccc(NS(=O)(=O)c2cc3c4c(c2)CCN4C(=O)CC3)cc1 | 2
Cc1nc2nc(-c3ccco3)[nH]n2c(=O)c1Cc1ccccc1 | 7
Cc1ccc(NC(=O)C(C)OC(=O)CCN=C2NS(=O)(=O)c3ccccc32)cc1 (stereo not drawn) | 0
COc1ccc(CN(C)C(=O)c2cccc(Oc3ccccc3)c2)c(OC)c1OC | 15
COc1ccc2nc(SCCN(C)C)[nH]c2c1 | -3
Cc1cc(C(=O)Nc2ccccc2N2CCCCC2)no1 | 12
COc1ccccc1OCc1ccc(C(=O)N2CCOCC2)o1 | -2
O=C(c1cccc(C(F)(F)F)c1)N1CCC(O)(CS(=O)(=O)Cc2ccccc2)CC1 | 3
O=C(CSc1nnc(C2CC2)n1Cc1ccco1)NCC(F)(F)F | 11
COc1ccc(CN2[C@@H]3CN(C(=O)c4ccccc4)c4ccccc4[C@@H]3[C@@H]2CO)cc1 | 5
CN1C(=O)c2cc(NC(=O)C3CCOCC3)ccc2OC[C@H]2O[C@H](CC(=O)NCCc3ccncc3)CC[C@@H]21 | 10[25 µM]
C[C@H]1CC(=O)NCC/C=C\C[C@@H](c2cccc(Cl)c2)NC1=O | -19[25 µM]
CC(C)Cc1nnc(NC(=O)c2cc(-c3ccccc3)nc3ccccc23)s1 | 4
N#Cc1ccsc1NC(=O)CN1CCN(c2ccccn2)CC1 | 3
O=C(NCC1COCCO1)c1ccc(OC2CCN(CCc3ccccc3)CC2)cc1 (stereo not drawn) | 31
Cc1cccn2cc(-c3c[nH]c4ccccc34)nc12 | -51
Cc1ccsc1C(=O)N1CCCC(CCC(=O)NCc2ccccc2F)C1 (stereo not drawn) | -2
CC1(C2CC2)NC(=O)N(CC(=O)Nc2ccc(SC(F)F)cc2)C1=O (stereo not drawn) | 4
OC[C@H]1[C@H]2c3ccccc3NC[C@H]2N1CC1CCOCC1 | 0[25 µM]
COCCNC(=O)c1cc2c(c(-c3cccc(C4=CCCCC4)c3)n1)[C@H](CCO)N([S@@](=O)C(C)(C)C)C2 | -23[25 µM]
Cc1nn(C)cc1C(C)NCc1c(C(=O)N2CCCCCCC2)nc2ccc(Cl)cn12 (stereo not drawn) | 2
C[C@@H](NC(=O)C[C@H]1C[C@H]2c3cc(NS(=O)(=O)c4ccc(F)cc4)ccc3O[C@H]2[C@@H](CO)O1)c1ccccc1 | 12[25 µM]
O=C(C1CCOCC1)N1CC[C@@H]2[C@H](CO)Nc3ccc(-c4cccc(F)c4)cc3[C@@H]21 | -16[25 µM]
COc1ccc([C@@H]2C/C=C\C[C@@H](c3ccc4c(c3)OCO4)NC(=O)[C@@H](c3ccccc3)CC(=O)N2)c(OC)c1 | -2[25 µM]
O=C(NCC12CC3CC(C1)CC(CNC(=O)N1CCCC1)(C3)C2)N1CCCC1 | 4
CC(=O)Nc1ccc2c(COC(=O)[C@@H](NS(=O)(=O)c3ccc(C)cc3)C(C)C)cc(=O)oc2c1 | -2
O=C(COC(=O)COc1ccc2ccccc2c1)NCC(F)(F)F | 14
Cc1cc(C)nc(-n2nc(C)c(C3(O)C(=O)Nc4ccc(F)cc43)c2N)n1 (stereo not drawn) | 6
CCCC1CC(=O)NC1(C(=O)OCC)C(=O)OCC (stereo not drawn) | 2
CCOC(=O)C(C)/C(C)=N\Nc1ccc([N+](=O)[O-])cc1[N+](=O)[O-] (stereo not drawn) | 0
O=C(Nc1ccccc1Oc1ccccc1)C1CC1 | 6
COc1ccc(CNC(=O)C(C)n2nc(C)n3c(cc4occc43)c2=O)cc1 (stereo not drawn) | 10
C1=CCN(Cc2ccccc2)C1 | 2
C/C(=N\NC(=O)CSCc1ccc([N+](=O)[O-])cc1)c1ccccc1 | 9
COc1ccc(NC(=O)CC2CCCC2)cc1S(=O)(=O)N1CCCCC1 | 13
CC(=O)c1c(C)nn(CC(O)COc2ccc3ccccc3c2)c1C (stereo not drawn) | 15
C[C@H]1CN([C@@H](C)CO)C(=O)CCCn2nncc2CO[C@H]1CN(C)C(=O)C1CCCCC1 | 2[25 µM]
CCCC(=O)N1CCCC1(C)C(=O)Nc1ccc2nc(C)ccc2c1 (stereo not drawn) | 2
Cc1cc(C(=O)NCCCN2CCCC2=O)no1 | 8
C[C@@H]1CN([C@H](C)CO)C(=O)c2cc(N(C)C)ccc2O[C@@H](C)CCCCO[C@H]1CN(C)Cc1ccc(C(=O)O)cc1 | -2[25 µM]
C[C@@H]1CCCCO[C@@H](CN(C)Cc2ccc(Cl)c(Cl)c2)[C@@H](C)CN([C@H](C)CO)C(=O)c2cc(NC(=O)CCCCCC(=O)Nc3ccccc3N)ccc2O1 | 18[25 µM]
COC1CCCCC1Nc1ccc(C)c(C)c1 (stereo not drawn) | -2
Cc1ccccc1C(=O)N1CCC(C(=O)OCc2ccccn2)CC1 | 12
CC(=O)OCCNC(=O)c1cccnc1 | -3[25 µM]
CCC(=O)c1ccc(OC(=O)c2cnccn2)cc1 | 2
C[C@@H](NC(=O)C[C@H]1CC[C@H]2[C@@H](COC[C@H](O)CN2C(=O)Nc2cccc(Cl)c2)O1)c1ccccc1 | 3[25 µM]
O=C(NCCc1ccccc1)c1cnc2n(c1=O)CCS2 | -65
Continued.
SMILES | CD40 NFkB inh
CCC1(c2ccccc2)NC(=S)N(c2ccc(C)c(C)c2)N1 (stereo not drawn) | -104
CCCCc1ccc(CC(=O)Nc2cc(S(=O)(=O)N3CCOCC3)ccc2O)cc1 | -2
COc1ccc(C#Cc2ccc3c(c2)[C@H]2[C@H](CCN2C(=O)C2CC2)[C@H](CO)N3)cc1 | -16
C[C@@H]1CN([C@@H](C)CO)C(=O)c2ccccc2-c2ccccc2CO[C@@H]1CN(C)C(=O)Nc1ccnc(N2CCOCC2)c1 | -29[25 µM]
CCc1ccccc1NC(=O)N[C@@H](C)C(=O)OC | 3
C[C@@H]1CN([C@H](C)CO)C(=O)c2ccccc2-c2ccccc2CO[C@H]1CN(C)S(=O)(=O)c1ccccc1F | -11
Cc1sc2nc(SCC(=O)NCc3ccco3)n(-c3ccccc3)c(=O)c2c1C | 14
NC(=O)c1nn(-c2ccccc2)nc1NC(=O)CN1CCCC1 | 5
O=C(C1CCC1)N1CC(=O)N2[C@H](CO)[C@H](c3ccc(Br)cc3)[C@@H]2C1 | -4[25 µM]
O=C(CCSc1ccccc1)N1CCCC1 | -71
O=C(N/C(=C\c1ccc(Br)cc1)C(=O)N1CCCC1)c1cccs1 | 19
O=C(Nc1ccncc1)c1cn(-c2ccccc2)nc1-c1cccs1 | -28
COCC#Cc1ccc([C@@H]2[C@H]3CN(C(=O)Nc4ccccc4F)CC(=O)N3[C@H]2CO)cc1 | -4[25 µM]
CCCCN(C)C(=O)Cc1c(OC)ccc2cc(Br)ccc12 | 8
C[C@@H]1CN([C@H](C)CO)C(=O)CCCn2cc(nn2)CO[C@@H]1CN(C)S(=O)(=O)c1cn(C)cn1 | 4[25 µM]
CC(C)[C@@H](C)NC(=O)N(C)C[C@@H]1OCc2ccccc2-c2ccccc2C(=O)N([C@H](C)CO)C[C@@H]1C | -9
OC(COc1ccccc1CNCc1cccnc1)CN1CCc2ccccc2C1 (stereo not drawn) | 5
Cc1oc2cc(O)cc(O)c2c(=O)c1-c1ccc2c(c1)OCCCO2 | -1
CCCCN(CCCNC(=O)C1CCCN(S(=O)(=O)CC)C1)Cc1ccccc1 (stereo not drawn) | -1
CCN1[C@@H]2Cn3c(ccc(-c4ccccc4F)c3=O)[C@H]1[C@@H](C(=O)NCc1ccccc1)[C@@H]2CO | -3[25 µM]
CC(C)Oc1ccc(N2CC(C(=O)OCC(=O)NCc3ccccc3)CC2=O)cc1 (stereo not drawn) | 1
O=C(c1ccccc1)c1ccccc1C(=O)c1ccccc1 | 0&-4
O=C1CC=Nc2ccc([N+](=O)[O-])cc21 | 4
CCN(C[C@@H]1[C@H](c2ccccc2)[C@@H](CO)N1CC1CC1)C(=O)c1ccccn1 | -9[25 µM]
O=C(C[C@@H]1CC[C@@H]2[C@H](COC[C@H](O)CN2CC2CCCCC2)O1)NCC1CC1 | -5
COc1ccc(NC(=O)C2CCCN2S(=O)(=O)c2cccs2)c([N+](=O)[O-])c1 (stereo not drawn) | -18
COc1ccc2c3c([nH]c2c1)[C@H](CO)N(C(=O)Nc1cccc(F)c1)CC31CN(CC2CC2)C1 | 6[25 µM]
O=C(Oc1ccc(-c2nnco2)cc1)N1CCOCC1 | -1
Cc1ccc2c(c1)OC(=O)CC2c1ccccc1 (stereo not drawn) | 16
Cc1noc(NS(=O)(=O)c2ccc(NC(=O)c3cc4ccccc4o3)cc2)c1C | 2
Nc1nnc(SCc2coc(-c3ccc(Cl)cc3)n2)s1 | -98
Cc1nc2sc3c(NCc4ccco4)ncnc3c2c2c1COC(C)(C)C2 | -8
Cc1ccccc1-c1ccccc1[C@H]1[C@@H](C#N)N(C(=O)c2ccc(F)cc2)[C@@H]1CO | 13[25 µM]
CCOC(=O)C(C)NC(=O)C(NC(=O)C1CCC(CC)CC1)C(C)C (stereo not drawn) | 7
CC(=O)c1cccc(NC(=O)C2CC(=O)N(C3CCCC3)C2)c1 (stereo not drawn) | 2
O=C(O)CC1(C(=O)O)CCCC1 | 1
CCn1c(SC(C)C(=O)Nc2ccc(N3CCOCC3)cc2)nnc1-c1ccco1 (stereo not drawn) | 6
C[C@@H]1CCCCO[C@H](CN(C)Cc2ccc(C(F)(F)F)cc2)[C@@H](C)CN([C@@H](C)CO)C(=O)c2cc(NC(=O)Nc3cccc4ccccc34)ccc2O1 | 51*[25 µM]
CCOC(=O)C1(Cc2ccccc2)CCCN(Cc2ccccn2)C1 (stereo not drawn) | 10
Cc1ccc(S(=O)(=O)N2CCCC2)cc1C(=O)NCc1ccccn1 | 3
Cc1cnc(C(=O)OCC(=O)N2CCC(C)CC2)cn1 | -9
Cc1ccc(S(=O)(=O)N(C)C[C@H]2Oc3ccc(NC(=O)CCCN(C)C)cc3C(=O)N([C@H](C)CO)C[C@@H]2C)cc1 | 0[25 µM]
O=C(O/N=C(\c1ccccc1)c1ccccn1)c1cccc2ccccc12 | 3
Fc1cccc(/C=N/N=C/c2cccc(F)c2)c1 | -25[25 µM]
Nc1nnc(SCC(=O)Nc2cccc(S(=O)(=O)N3CCOCC3)c2)s1 | -11
Cc1ccccc1C(=O)Nc1ccc(C(=O)N/N=C/c2ccccn2)cc1 | 26
CC12CCCC(CC(=O)O)(C1)NC(=O)C2 (stereo not drawn) | 3
CC(C)OCCCNC(=O)c1ccncc1 | 9
COc1ccccc1-n1c(SCC(=O)Nc2cc(C)on2)nc2c(c1=O)SCC2 | 3
Cc1ccccc1SCC(=O)OCC(=O)NCCNC(=O)COC(=O)CSc1ccccc1C | 8
CNc1ccc(Cl)cc1C(N)=O | 4

Exported as tab-separated lines: entries from further up.
Compound	CD40 NFkB inh
CCOC(=O)C(C)NC(=O)C(NC(=O)C1CCC(CC)CC1)C(C)C (stereo not drawn)	7
CC(=O)c1cccc(NC(=O)C2CC(=O)N(C3CCCC3)C2)c1 (stereo not drawn)	2
O=C(O)CC1(C(=O)O)CCCC1	1
CCn1c(SC(C)C(=O)Nc2ccc(N3CCOCC3)cc2)nnc1-c1ccco1 (stereo not drawn)	6
C[C@@H]1CCCCO[C@H](CN(C)Cc2ccc(C(F)(F)F)cc2)[C@@H](C)CN([C@@H](C)CO)C(=O)c2cc(NC(=O)Nc3cccc4ccccc34)ccc2O1	51*[25 µM]
CCOC(=O)C1(Cc2ccccc2)CCCN(Cc2ccccn2)C1 (stereo not drawn)	10
Cc1ccc(S(=O)(=O)N2CCCC2)cc1C(=O)NCc1ccccn1	3
Cc1cnc(C(=O)OCC(=O)N2CCC(C)CC2)cn1	-9
Cc1ccc(S(=O)(=O)N(C)C[C@H]2Oc3ccc(NC(=O)CCCN(C)C)cc3C(=O)N([C@H](C)CO)C[C@@H]2C)cc1	0[25 µM]
O=C(O/N=C(\c1ccccc1)c1ccccn1)c1cccc2ccccc12	3
Fc1cccc(/C=N/N=C/c2cccc(F)c2)c1	-25[25 µM]
Nc1nnc(SCC(=O)Nc2cccc(S(=O)(=O)N3CCOCC3)c2)s1	-11
Cc1ccccc1C(=O)Nc1ccc(C(=O)N/N=C/c2ccccn2)cc1	26
CC12CCCC(CC(=O)O)(C1)NC(=O)C2 (stereo not drawn)	3
CC(C)OCCCNC(=O)c1ccncc1	9
COc1ccccc1-n1c(SCC(=O)Nc2cc(C)on2)nc2c(c1=O)SCC2	3

Screening results as filed in PubChem.
